APP 5'UTR act: activators of APP 5'UTR luciferase reporter, primary screen, SH-SY5Y cells | SH-SY5Y APP 5'UTR luciferase reporter, luminescence; zero percent = DMSO vehicle wells | activation, % at 2 µM | 190,000 tested, 1% active | AID 1276, 2008;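 active = activation above a set limit, based on mean plus 3 SD of controls, cut at about 140% in these data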; note: values of inactives mirror those of a sister screen read the other way
STAT1 act: STAT1 signaling activators, primary screen, cell-based, HTS, luciferase reporter | activation (% of control), % at 5.5 µM | 200,000 tested, 2.6% active | NIH 3T3 STAT1-luciferase reporter, IFN-gamma, luminescence; 100% = IFN-gamma alone, no compound | AID 932, 2007;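 active = activation above the screen-wide mean activation plus 3 SD, cut at about 130% in these data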;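 note: raw ratio to IFN-gamma control signal so 100% means no change and 0% no light; values of inactives mirror those of a sister screen read the other way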
FLuc inhib CS: firefly luciferase enzyme inhibitors, primary screen, artefact control for luciferase-based inhibitor screens, biochemical, luminescence, ATPLite; 200,000 tested, 1.5% active; 10 min; Luciferin 4-monooxygenase (Photinus pyralis), P08659; inhibition, % at 10 µM;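 active = inhibition above about 50% when tested at 10 µM, limit read from the data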
Target sequence (P08659 whole entry, looked up): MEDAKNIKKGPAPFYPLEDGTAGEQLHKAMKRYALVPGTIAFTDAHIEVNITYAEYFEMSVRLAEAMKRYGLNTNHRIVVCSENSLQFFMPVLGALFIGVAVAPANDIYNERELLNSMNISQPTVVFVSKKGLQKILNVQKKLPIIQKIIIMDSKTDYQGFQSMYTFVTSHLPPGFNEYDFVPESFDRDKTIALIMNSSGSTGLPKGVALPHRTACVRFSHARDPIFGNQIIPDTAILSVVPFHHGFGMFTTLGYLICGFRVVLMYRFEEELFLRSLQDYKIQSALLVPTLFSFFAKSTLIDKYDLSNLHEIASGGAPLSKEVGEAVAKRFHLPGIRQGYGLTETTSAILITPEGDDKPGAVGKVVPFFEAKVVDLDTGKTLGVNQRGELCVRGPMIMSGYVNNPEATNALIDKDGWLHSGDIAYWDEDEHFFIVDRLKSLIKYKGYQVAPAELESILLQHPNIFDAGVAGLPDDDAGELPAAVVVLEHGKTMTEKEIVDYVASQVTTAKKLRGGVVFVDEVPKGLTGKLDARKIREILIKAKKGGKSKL
FLuc act counter: FLuc activators, initial screening, artefact control for FLuc-dependent activation tests, biochemical, ATPlite luminescence; ATPlite luciferase biochemical, 10 min; 0 = ATP-free wells, 1 = DMSO control; 200,000 tested, under 10 active; AID 1027, 2008; Luciferin 4-monooxygenase (Photinus pyralis), P08659; activation factor at 10 µM;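 active = luciferase activation factor, scaled between plate controls, of at least 2 with compound at 10 µM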
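Material: Luciferase/luciferin reagent mix; Doses: test compounds dosed from 2 mM stocks in 100% DMSO; Schedule: 10 min incubation after luciferase reagent addition, room temperature; Measured by: luminescence from luciferase reaction; Read-out: luminescence gain marking luciferase activators.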
HMGR II inh: inhibitors of E. faecalis class II HMGR, primary screen, biochemical, Enterococcus faecalis. purified E. faecalis HMGR, NADPH absorbance 340 nm kinetic. 190,000 tested, 0.41% active. inhibition, % at 10 µM. HMG-CoA reductase (Enterococcus faecalis, mvaE);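 active = inhibition above a set limit, the median over all tested compounds plus 3 SD, cut at about 9.5% in these data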;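 note: enzyme runs in reverse so mevalonate oxidation gives rising NADPH absorbance; 0% = complete reaction with DMSO and 100% = background rate lacking mevalonate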
G6PDH CS: L. mesenteroides G6PDH inhibitors, counter-screen for G6PDH-coupled screening assays, biochemical, Leuconostoc mesenteroides enzyme | AID 1020, 2008 | 200,000 tested, 0.12% active | Purified L. mesenteroides G6PDH, diaphorase/resazurin coupled fluorescence, 45 min | inhibition, % at 5 µM; in the data active = inhibition above about 50%
APP transl inh: inhibitors of APP translation via 5'UTR reporter, primary screen, APP 5'UTR luciferase, SH-SY5Y cells. SH-SY5Y APP 5'UTR-luciferase reporter, luminescence. inhibition, % at 2 µM. 190,000 tested, 0.82% active. AID 1285, 2008;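 active = inhibition above a set limit, derived from the sample mean plus 3 SD, cut at about 45% in these data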; note: values of inactives mirror those of a sister screen read the other way
Hsp70 act: Hsp70 transcriptional activators, primary screen, cell-based, HeLa, Hsp70 promoter luciferase, luminescence, 10 µM; 200,000 tested, 0.04% active; HeLa Hsp70 promoter luciferase reporter; scaled: vehicle 0, proteasome-inhibitor control 100%; activation, % at 10 µM;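 active = activation above the mean across all tested compounds plus 3 SD, cutoff set per campaign, cut at about 5.5% in these data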;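 note: 100% = MG132 at 30 µM as the positive control and 0% = DMSO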
NF-kB expr up: activators of NF-kB expression in neurons, primary screen, cell-based, HTS | human neuronal cells, NF-kB reporter expression; hits give high values | fold change at 12.5 µM | 190,000 tested, 1.6% active | AID 1239, 2008; in the data active = fold change above about 3.3
DTT redox prof: compounds producing H2O2 with reducing agent – biochemical, NIH compound library profiling, artefact control for MLSCN library redox annotation, primary screen; DTT-dependent redox cycling H2O2, phenol red/HRP absorbance; 100% = 100 µM peroxide control, 0% = buffer; activation, % at 10 µM; 200,000 tested, 0.03% active; AID 878, 2007;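 active = activation of at least 50% relative to the plate's high and low controls in the primary single-dose screen; inactive = activation below 50%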;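 note: compound incubated with DTT at 0.8 mM final as the reducing agent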
Numbers without * were called inactive; x = no result given.

SMILES	APP 5'UTR act	STAT1 act	FLuc inhib CS	FLuc act counter	HMGR II inh	G6PDH CS	APP transl inh	Hsp70 act	NF-kB expr up	DTT redox prof
COc1ccc(/C=C2\CCc3ccccc3C2=O)cc1Cn1nc(C)cc1C	14	98	-1	1	1	4	-14	-0.1	0.8	0.2
CCCn1c(SCc2ccon2)nc2ccccc2c1=O	-17	86	-10	1.1	0	6	17	-0.5	1.1	0.1
Cc1cc2nc(C)n(CCCN)c2cc1C	-3	107	-9	1.1	-1	7	3	-0.2	0.98	0.6
COc1cc(/C=N/NC(=O)CSc2cc(C)c(Br)cc2C)ccc1O	16	96	-1	1	-2	6	-16	-0.4	0.59	-0.3
COc1ccc(C2=NOC(C(=O)N3CCN(c4ccccc4OC)CC3)C2)cc1 (centres undefined)	10	107	-3	1	4	5	-10	-0.4	1.4	-3.7
Cc1ccc(-c2csc3ncnc(Oc4cccc5ccc(C)nc45)c23)cc1	-9	102	-9	1.1	-4	-12	9	-0.1	0.86	0.9
CSCCC(NS(=O)(=O)c1c(Cl)cccc1Cl)C(=O)O (centres undefined)	16	98	-4	1	2	-1	-16	0.0	1.1	-0.1
COc1ccc(S(=O)(=O)Nc2cccnc2)c(Cl)c1Cl	-15	106	-9	1.1	-5	12	15	-0.3	0.97	-0.6
COc1cc(OC)c(NC(=O)CCc2nc(-c3ccc(C)cc3)no2)cc1Cl	-8	107	3	1	-2	6	8	0.0	1.2	-0.9
COc1ccc(/C=C/c2nc3sc4c(c3c(=O)o2)CCC4)cc1	1	102	x	x	x	x	-1	0.1	x	1.1

Next section; it opens with the two that closed the last part.
SMILES	APP 5'UTR act	STAT1 act	FLuc inhib CS	FLuc act counter	HMGR II inh	G6PDH CS	APP transl inh	Hsp70 act	NF-kB expr up	DTT redox prof
COc1cc(OC)c(NC(=O)CCc2nc(-c3ccc(C)cc3)no2)cc1Cl	-8	107	3	1	-2	6	8	0.0	1.2	-0.9
COc1ccc(/C=C/c2nc3sc4c(c3c(=O)o2)CCC4)cc1	1	102	x	x	x	x	-1	0.1	x	1.1
Cc1ncc([N+](=O)[O-])n1Cc1ccc(Cl)cc1	-11	98	-11	1.1	-2	7	11	-0.2	0.94	-0.6
CCOC(=O)C1=C(CN2CCOCC2)NC(=O)NC1c1cc(C)ccc1C (centres undefined)	13	98	-4	1	2	4	-13	-0.1	1	-0.8
CCCOc1ccc(Cn2c(C)nc([N+](=O)[O-])c2SCC(O)COC)cc1[N+](=O)[O-] (centres undefined)	13	94	-7	1.1	-5	5	-13	0.1	1.1	2.2
CCOc1ccc(/C=C/C(=O)NCCc2ccc(OC)c(OC)c2)cc1	-2	99	-4	1	2	1	2	-0.3	1.1	-0.1
CC(C)OC(=O)NCCOC(=O)Nc1ccccc1Cl	-8	99	-4	1	-4	11	8	-0.3	1.1	-0.1
CCCCOc1ccc(C2(C(=O)O)CCCC2)cc1	-2	107	-6	1.1	-1	7	2	-0.2	1.2	-0.1
Cc1nc(=O)c(-c2ccccc2)c(C)n1CCO	-1	90	-5	1	-2	4	2	-0.3	1.2	1.4
CCC(=O)Nc1ccc(NC(=S)NC(=O)/C=C/c2ccccc2)cc1	-14	93	-3	1	2	10	14	-0.1	1.1	0.1
O=C1C2C(c3ccccc3)C=CC(c3ccccc3)C2C(=O)N1CCCO (centres undefined)	-6	100	-6	1.1	-5	1	6	-0.1	1.1	0.0
COc1ccccc1C(=O)Nc1nnc(C)s1	40	126	12	0.9	-4	1	-40	0.1	2.2	-1.6
C=CCn1c(CCNC(=O)c2cccs2)nnc1SCC(=O)c1ccc(Br)cc1	-8	102	-4	1	-6	4	8	-0.3	0.88	-0.1
COc1ccc(/C=C/C2=NN(C)C(=O)CC2)cc1	149*	127	81*	0.2	0	3	-149	0.2	3.4*	0.0
COC(=O)C1C2C=CC3(CN(Cc4ccco4)C(=O)C13)O2 (centres undefined)	14	96	3	1	0	5	-14	-0.3	0.98	2.6
CC(C1CC1)N(Cc1ccccc1)C(=S)Nc1ccccc1Cl (centres undefined)	3	96	-2	1	0	4	-3	-0.3	1.1	-1.3
CCC1(c2ccc(F)cc2)NC(=O)N(CC(=O)c2ccc[nH]2)C1=O (centres undefined)	9	103	-2	1	2	8	-9	-0.1	0.85	1.7
Cc1ccc(C(=O)Nc2ccc(S(=O)(=O)N3CCc4ccccc43)cc2)o1	6	87	-8	1.1	-3	-2	-6	0.2	1.1	-0.7
COc1ccc(NC2c3ccccc3C(=O)N2c2ccccn2)cc1Cl (centres undefined)	-7	96	-4	1	0	14	7	-0.5	1.2	-2.9
CC1CCCC(C)N1CCNC(=O)CCn1nc(-c2ccccc2)ccc1=O (centres undefined)	-16	102	-4	1	3	6	16	-0.2	1.1	-0.5
COC(=O)c1cc(OC)c(OC)cc1NCC(=O)Nc1ccc(C)cc1	10	98	-2	1	0	-20	-10	-0.3	0.83	0.2
COc1ccc(-n2c(C)n[nH]c2=O)cc1	13	93	-8	1.1	0	9	-13	-0.2	0.99	1.6
CCOC(=O)Cc1nn(CCc2ccccn2)c(=O)c2ccccc12	11	97	-7	1.1	-1	-9	-10	1.0	1.1	-0.5
CCN1CCN(Cc2ccc(NC(=O)Nc3ccccc3Cl)cc2)CC1	141*	118	66*	0.3	-1	-6	-141	-0.1	2.5	-2.5
Cc1ccc(-c2[nH]c3ccccc3c2C(C[N+](=O)[O-])c2ccco2)cc1 (centres undefined)	14	82	-4	1	-3	4	-14	-0.1	1.2	0.3
O=C(NC(=S)Nc1ccc(Oc2ccc(Cl)cc2)cc1)c1ccccc1	15	109	-12	1.1	-4	6	-15	-0.4	1.1	1.4
COc1ccc(C(=O)N=c2nc3ccccn3s2)cc1	117	182*	97*	0	4	-3	-117	-0.1	1.4	0.2
CC(C)NC(=O)c1ccc2c(c1)N(CC(=O)N1CCOCC1)C(=O)C(C)(C)O2	0	101	-7	1.1	2	4	0	0.0	1.1	-0.7
CCN(CC)CCn1c(=S)[nH]c2cc(Cl)ccc2c1=O	0	99	-5	1	2	0	0	-0.2	1.2	-0.2
CCC(=O)NC1OC(CO)C(O)C(O)C1O (centres undefined)	-20	87	-4	1	-3	7	20	-0.1	0.96	-1.6
Cn1c(CNC(=O)c2ccco2)nnc1SCC(=O)Nc1ccc(Br)cc1F	-3	97	-5	1.1	-2	3	3	-0.2	1.4	-0.2
CCOC(=O)c1ccc2c(c1)nc(-c1ccc(F)cc1)c1nccn12	-8	95	-6	1.1	-5	-2	8	0.0	1.2	-0.1
S=C1NCCOCCOCCOCCOCCNC(=S)N2CCOCCOCCN1CCOCC2	-8	102	-6	1.1	3	11	8	-0.3	1	0.1
COc1ccc(CC2(CO)CCN(Cc3nc(C(C)C)cs3)CC2)cc1	-8	89	-6	1.1	-4	16	8	-0.3	1	-0.2
Cc1cc(C)c(C#N)c(SCCS(=O)(=O)c2ccc(C(C)(C)C)cc2)n1	-20	101	-1	1	1	-2	20	0.2	1.1	0.2
O=C1N=C(N2CCCCC2)S/C1=C\c1cn[nH]c1-c1ccccc1	5	106	13	0.9	-2	-1	-5	-0.1	1	0.1
COc1ccc(/C(O)=C2\C(=O)C(=O)N(Cc3ccco3)C2c2ccc(OC)cc2OC)cc1 (centres undefined)	-14	91	-10	1.1	-4	2	14	-0.3	1.1	-4.0
O=C(NC(=S)NCC1CCCO1)c1ccco1 (centres undefined)	8	104	-5	1.1	4	5	-8	-0.1	1.2	-0.4
CCOc1cc(C2C(C(=O)c3ccco3)=C(O)C(=O)N2CCc2ccccc2)ccc1O (centres undefined)	16	100	-6	1.1	-5	3	-16	0.3	1.6	-1.8
Fc1ccc2c(Cl)c(-c3nnc(-c4cccs4)o3)sc2c1	146*	118	34	0.7	-1	3	-146	-0.2	2.3	0.2
COc1ccc(C2CC(=O)C(C=NCCO)=C(O)C2)cc1OC (centres undefined)	9	99	-8	1.1	-1	-7	-9	0.2	1.1	2.2
CCOCCc1nnc(NC(=O)CSc2ccccc2)s1	-3	102	-3	1	-2	3	3	-0.3	1.2	2.1
Cc1ccc(Oc2ncccc2C(=O)NC2CCSC2=O)cc1 (centres undefined)	6	103	-4	1	2	2	-6	-0.1	1.1	-1.1
COc1ccc(CCN(C)C(=O)CSc2nnnn2C)cc1OC	-10	107	-5	1.1	-4	10	10	-0.2	1	-1.3
COc1ccc(CNc2nc(NCc3ccc(OC)cc3)n(C(C)=O)n2)cc1	-13	99	-5	1	-2	0	14	0.1	1.2	0.4
CC(C)Cn1cnc2c(c(-c3ccccc3)c(-c3ccccc3)n2Cc2ccco2)c1=N	-18	96	-4	1	2	0	18	-0.3	0.79	0.4
CCOC(=O)C1(CC2CC2)CCN(C(=O)c2cccnc2C)CC1	8	114	-3	1	6	14	-8	0.1	1.3	0.0
Cc1c(Br)c(C(F)(F)F)nn1CC(=O)NCCN1CCOCC1	-18	104	4	1	-1	34	18	0.1	0.99	0.2
O=C(O)C1CCCN(S(=O)(=O)c2ccc(Cl)s2)C1 (centres undefined)	23	97	-5	1	-8	-1	-23	-0.3	1.1	-0.5
Cc1ccc(C(=O)c2cc(C)sc2NC(=O)CN2CCN(C(=O)c3ccco3)CC2)cc1	-23	118	-4	1	-6	6	23	-0.4	0.39	0.0
Fc1cccc(-c2cc3nc(-c4ccccc4)cc(N4CCC5(CC4)OCCO5)n3n2)c1	-24	110	-8	1.1	-4	11	24	-0.1	0.68	1.6
Clc1ccc(-c2cc(COc3ccccc3)no2)cc1Cl	9	103	-6	1.1	2	2	-9	-0.2	1.1	-3.5
COC(=O)CSc1nnc(CNC(=O)Cc2ccccc2)n1-c1ccccc1OC	1	105	-6	1.1	2	2	-1	-0.6	1	-0.1
CCn1cc(C(=O)NCCCN2CCCC(C)C2)c(=O)c2cc(S(=O)(=O)N3CCc4ccccc4C3)ccc21 (centres undefined)	-4	109	-7	1.1	9	4	4	0.5	0.7	1.0
O=C(NNC1CC(=O)N(c2ccccc2)C1=O)c1ccc(COc2ccccc2Cl)o1 (centres undefined)	3	103	8	0.9	-5	18	-3	-0.3	1.4	-0.5

Three entries drawn at random from the list so far:
SMILES	APP 5'UTR act	STAT1 act	FLuc inhib CS	FLuc act counter	HMGR II inh	G6PDH CS	APP transl inh	Hsp70 act	NF-kB expr up	DTT redox prof
O=C(NNC1CC(=O)N(c2ccccc2)C1=O)c1ccc(COc2ccccc2Cl)o1 (centres undefined)	3	103	8	0.9	-5	18	-3	-0.3	1.4	-0.5
O=C(O)C1CCCN(S(=O)(=O)c2ccc(Cl)s2)C1 (centres undefined)	23	97	-5	1	-8	-1	-23	-0.3	1.1	-0.5
CC(C)Cn1cnc2c(c(-c3ccccc3)c(-c3ccccc3)n2Cc2ccco2)c1=N	-18	96	-4	1	2	0	18	-0.3	0.79	0.4

From PubChem BioAssay
